# CHRM5 PAM – human M5 muscarinic receptor positive allosteric modulators, primary screen, CHO-K1 cells, Fluo-8 calcium fluorescence; Muscarinic acetylcholine receptor M5 (Homo sapiens), P08912; CHO-K1 hM5, ACh EC20 PAM; 0% = ACh EC20, 100% = ACh EC100; activation, % at 3 µM; actives 0.3% (n = 360,000);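 active means activation above the run cutoff, the mean activation of all test compounds plus 3 SD, cut at about 18% in these data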
# Target sequence (P08912 whole entry, looked up): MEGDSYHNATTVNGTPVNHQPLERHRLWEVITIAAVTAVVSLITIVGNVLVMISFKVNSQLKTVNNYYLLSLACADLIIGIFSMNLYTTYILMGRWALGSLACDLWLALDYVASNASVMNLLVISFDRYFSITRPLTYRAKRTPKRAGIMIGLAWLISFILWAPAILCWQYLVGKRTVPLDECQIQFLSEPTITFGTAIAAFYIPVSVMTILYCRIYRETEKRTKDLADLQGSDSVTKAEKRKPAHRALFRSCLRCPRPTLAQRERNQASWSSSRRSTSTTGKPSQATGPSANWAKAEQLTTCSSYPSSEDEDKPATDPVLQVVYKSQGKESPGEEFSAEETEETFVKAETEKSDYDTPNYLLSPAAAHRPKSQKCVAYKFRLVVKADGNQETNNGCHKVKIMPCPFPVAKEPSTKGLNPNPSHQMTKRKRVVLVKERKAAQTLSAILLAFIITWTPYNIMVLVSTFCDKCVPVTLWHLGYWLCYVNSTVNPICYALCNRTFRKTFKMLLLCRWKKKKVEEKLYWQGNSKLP
#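 Probe or stimulus: acetylcholine, EC20 level; Assay system: human M5 receptor in CHO-K1 cells; Schedule: compound preincubation 140 s before EC20 acetylcholine addition; Technique: intracellular calcium via Fluo-8 fluorescence; Dosing: single-point, 3 µM nominal; Read-out basis: percent activation from peak-over-basal fluorescence ratio, scaled EC20-to-EC100 acetylcholine; Repeats: one well per compound, no replicates.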
# M5 antag – human M5 muscarinic receptor antagonists, primary screen, CHO cells, Fluo-8 calcium fluorescence; CHO-hM5 cells, ACh EC80; inhibition, % at 3 µM; Muscarinic acetylcholine receptor M5 (Homo sapiens), P08912; AID 624040, 2012; actives 0.59% (n = 360,000);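 active means inhibition above a per-plate cutoff, the mean of that plate's test compounds plus 3 SD, cut at about 27% in these data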;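 further: 0% = acetylcholine EC80 with DMSO and 100% = DMSO without agonist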
# M5 ag – human M5 muscarinic receptor agonists, primary screen, CHO-K1 cells, Fluo-8 calcium fluorescence | Muscarinic acetylcholine receptor M5 (Homo sapiens), P08912 | CHO-K1 hM5 cells; 0% DMSO wells, 100% maximal acetylcholine response | activation, % at 3 µM | actives 0.19% (n = 360,000) | AID 624037, 2012;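 active means activation above the run's mean over test compounds plus 3 SD, cut at about 23% in these data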;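 further: signal is peak over basal fluorescence ratio across the kinetic read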
# M1 PAM – human M1 muscarinic receptor positive allosteric modulators, primary screen, CHO-K1 cells, Fluo-8 calcium fluorescence, 1536-well; Muscarinic acetylcholine receptor M1 (Homo sapiens), P11229; CHO-K1 hM1, ACh EC20; 0% = ACh EC20, 100% = maximal ACh; activation, % at 3 µM; actives 0.088% (n = 360,000); in the data active means activation above about 19%, passing the limit was not always enough
# Target sequence (P11229 whole entry, looked up): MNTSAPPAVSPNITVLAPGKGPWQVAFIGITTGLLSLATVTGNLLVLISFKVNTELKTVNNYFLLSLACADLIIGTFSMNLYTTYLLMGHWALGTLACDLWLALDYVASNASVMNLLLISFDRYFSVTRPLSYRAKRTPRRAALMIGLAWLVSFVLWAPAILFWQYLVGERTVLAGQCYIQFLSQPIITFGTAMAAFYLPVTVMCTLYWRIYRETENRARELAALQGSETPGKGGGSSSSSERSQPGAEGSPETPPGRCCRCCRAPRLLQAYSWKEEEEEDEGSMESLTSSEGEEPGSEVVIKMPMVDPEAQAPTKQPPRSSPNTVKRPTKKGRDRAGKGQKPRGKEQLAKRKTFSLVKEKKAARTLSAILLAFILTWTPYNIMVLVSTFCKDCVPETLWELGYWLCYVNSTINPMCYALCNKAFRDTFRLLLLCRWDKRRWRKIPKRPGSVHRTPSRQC
# TAAR1 ag – human TAAR1 agonists, primary screen, Fluo-8 calcium fluorescence, CHO RD-HGA16 cells; activation, % at 3 µM; vehicle wells 0%, saturating PEA agonist 100%; Trace amine-associated receptor 1 (Homo sapiens), Q96RJ0; actives 0.99% (n = 360,000);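 active means activation above the mean activation of all test compounds in the run plus 3 SD, cut at about 38% in these data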
#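 System: CHO RD-HGA16 cells carrying human TAAR1 plus Gα16; Incubation: 17-24 h seeding, 75 min 37 °C dye, 30 min RT; Measured by: Fluo-8 fluorescence, 5 s baseline then 140 s kinetic read; Control set: DMSO and PEA EC100; Replication: single well for each compound.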
# CHRM4 antagonist – human M4 muscarinic receptor antagonists, primary screen, CHO cells, Fluo-8 calcium fluorescence; Muscarinic acetylcholine receptor M4 (Homo sapiens), P08173; CHO-hM4 cells, ACh EC80; inhibition, % at 3 µM; actives 0.73% (n = 360,000);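 active means inhibition above its plate's cutoff, the mean inhibition of sample wells plus 3 SD, cut at about 27% in these data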;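 further: 0% = acetylcholine EC80 with DMSO and 100% = DMSO without agonist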
# M1 antag – human M1 muscarinic receptor antagonists, primary screen, CHO-K1 cells, Fluo-8 calcium fluorescence, 1536-well. Muscarinic acetylcholine receptor M1 (Homo sapiens), P11229. CHO-K1 hM1, ACh EC80 antagonist. inhibition, % at 3 µM. actives 1.3% (n = 360,000). AID 588852, 2011;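 active means percent inhibition above its own plate's cutoff, namely the mean of that plate's compound wells plus 3 SD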;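 further: peak over basal fluorescence ratio during 140 s after agonist addition; 0% = ACh EC80 plus DMSO and 100% = DMSO alone without agonist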
# M1 ag – human M1 muscarinic receptor agonists, primary screen, Fluo-8 calcium fluorescence, CHO-K1 cells, HTS | CHO-K1 hM1, agonist mode; 0% DMSO, 100% acetylcholine EC100 | Muscarinic acetylcholine receptor M1 (Homo sapiens), P11229 | actives 0.33% (n = 360,000) | activation, % at 3 µM;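 active means activation above the run's mean compound activation plus 3 SD, cut at about 16% in these data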;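 further: peak over basal fluorescence ratio within a 140 s kinetic read after compound addition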
# M4 ag – human M4 muscarinic receptor agonists, primary screen, CHO-K1 cells, Fluo-8 calcium fluorescence; CHO-K1 hM4/Gqi5; vehicle 0%, full acetylcholine response 100%; activation, % at 3 µM; actives 0.14% (n = 360,000); AID 624127, 2012;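 active means activation above the run mean over all test wells plus 3 SD, cut at about 32% in these data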;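 further: peak over basal fluorescence ratio per well then scaled between controls; 0% = DMSO wells and 100% = acetylcholine at EC100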
# * hit, by the source's call; · = not tested or not shown. The list is partial. The share of hits here may be higher or lower than overall.
SMILES,CHRM5 PAM,M5 antag,M5 ag,M1 PAM,TAAR1 ag,CHRM4 antagonist,M1 antag,M1 ag,M4 ag
Cc1ccccc1C(=O)Nc1ccnn1C1CCN(CC2CC=CCC2)CC1 (stereo not drawn),1,-4,-8,8,1,-10,-2,-6,2
CCOc1ccc(N(CC(=O)Nc2ccc(OC)cc2)S(C)(=O)=O)cc1,6,7,-2,1,2,-7,-14,-4,1
COc1ccc(CCNC(=O)Cn2cnc3sc(C)c(-c4ccc(F)cc4)c3c2=O)cc1OC,-10,5,23,1,54*,-7,4,18*,9
C#CCOCCOCCOCCNc1nc(N2CCN(C(=O)[C@H](CCCCN)n3cc([C@@H](N)CC(N)=O)nn3)CC2)nc(N2CCN(C(=O)[C@H](CCCCN)n3cc([C@@H](N)CC(N)=O)nn3)CC2)n1,-2,19,-1,7,14,-4,-2,0,2
CCOC(=O)[C@@H]1CCN(Cc2ccccc2)C[C@H]1c1ccccc1,7,0,-9,21,4,-8,-14,-5,0
CC(=O)c1ccc(COC(=O)c2cc3ccccc3oc2=O)cc1,-2,9,0,4,4,3,-9,-8,4
CCN(CC)C(=O)CSc1nc(O)cc(=O)n1CC,0,-1,1,2,0,-4,-2,-6,1
COc1ccc(NC(=S)Nc2cnc3ccccc3c2)c(OC)c1,-3,12,-4,6,1,12,3,-2,1
CS(=O)(=O)N(CC(=O)NCCSCc1ccccc1)c1ccc2c(c1)OCO2,-8,20,-2,4,5,2,2,-3,2
O=C(CSc1nc2cc3ccccc3cc2[nH]1)Nc1ccc(F)cc1,-6,8,2,-3,11,7,-4,2,5
CCCCCn1c(CNC(=O)COC)nc2ccccc21,-4,7,-1,12,0,3,-18,-5,0
Cc1cc(N2CCN(C)CC2)nc2ccc(NC(=O)c3ccc(Br)o3)cc12,2,-5,-7,7,5,5,-12,-4,1
CCOC(=O)/C=C1\SCC(=O)N1CC(=O)NC(C)C,8,-6,-2,1,-1,8,-14,-2,1
COc1ccc(CNS(=O)(=O)CCNC(=O)c2ccc3c(c2)OCO3)cc1,0,4,1,1,-1,0,1,-2,0
C#CC(=O)CC1(CN(Cc2ccccc2)C(=O)OC(C)(C)C)CCCCC1,-3,16,-7,-33,1,32*,34*,-14,0
CC(C)C[C@@H](CN1C(N)=NC[C@@H]1C)NC(=O)CC12CC3CC(CC(C3)C1)C2,-6,13,-2,-2,2,13,8,-7,1
COc1ccc(C(=O)Nc2nc3ccccc3[nH]2)cc1OC,-5,4,-2,5,7,-2,-1,-5,2
Cn1c(N)c(C(=O)COC(=O)COc2ccc(Cl)cc2Cl)c(=O)n(C)c1=O,4,11,0,0,8,7,-8,-1,3
COc1ccc(S(=O)(=O)NC2CC2)cc1Br,-3,6,-4,18,3,-18,-19,0,0
Fc1cccc(CN2CCN(c3nc4nonc4nc3NC3CC3)CC2)c1,1,-2,-9,0,4,5,-4,-11,1
CC(/C=C1\SC(=S)N(C(C(=O)O)c2ccccc2)C1=O)=C\c1ccccc1 (stereo not drawn),6,-4,4,3,-4,14,-4,-3,1
COc1ccccc1NS(=O)(=O)c1cccc(C(=O)NNC(=O)c2ccc(O)c(Cl)c2)c1,4,7,2,4,2,-4,3,-2,2
CC1CCCC(C)N1C(=O)CN1CCN(c2nc(-c3ccc(F)cc3)cs2)CC1 (stereo not drawn),-17,3,-3,-10,13,11,19,-3,6
COCCNc1nnc(SC(C)C(=O)Nc2c(C)n(C)n(-c3ccccc3)c2=O)s1 (stereo not drawn),-4,9,-4,14,2,1,-13,-2,1
CCCC(=O)Nc1cc(C)c(NC(=O)c2ccccn2)cn1,-8,0,-2,5,11,1,-10,-3,2
Cc1cc(C)c2c(c1)/C(=N/NS(=O)(=O)c1ccc(Br)cc1)CCC2,5,6,-2,0,-1,-4,-18,-6,0
Cc1csc(SC(C)c2nc3scc(-c4ccccc4)c3c(=O)[nH]2)n1 (stereo not drawn),-7,5,2,-4,0,-2,5,-1,5
COc1ccc(/C=C2/N=C(SCC(=O)Nc3cc(C)on3)N(c3ccccc3)C2=O)cc1,2,-3,-1,4,1,10,-7,-5,0
CC(C)c1nc(-c2ccccc2)c(-c2ccccc2)[nH]1,-1,12,-5,1,13,-10,-5,-2,4
O=C(OCC#CCSc1nnc(-c2ccncc2)o1)c1sc2ccccc2c1Cl,-1,-1,-3,-7,5,3,-2,-2,1

# Entries above that contain bromine:
SMILES,CHRM5 PAM,M5 antag,M5 ag,M1 PAM,TAAR1 ag,CHRM4 antagonist,M1 antag,M1 ag,M4 ag
Cc1cc(N2CCN(C)CC2)nc2ccc(NC(=O)c3ccc(Br)o3)cc12,2,-5,-7,7,5,5,-12,-4,1
COc1ccc(S(=O)(=O)NC2CC2)cc1Br,-3,6,-4,18,3,-18,-19,0,0
Cc1cc(C)c2c(c1)/C(=N/NS(=O)(=O)c1ccc(Br)cc1)CCC2,5,6,-2,0,-1,-4,-18,-6,0

# (cont.)
SMILES,CHRM5 PAM,M5 antag,M5 ag,M1 PAM,TAAR1 ag,CHRM4 antagonist,M1 antag,M1 ag,M4 ag
Cc1cc(NC(=O)c2ccc3c(c2)OCCO3)ccc1NC(=O)c1ccco1,6,-2,5,-1,4,-7,3,-3,3
Cc1cc(=O)oc2cc(OCC(=O)N3CCc4ccccc4C3)ccc12,-12,9,-3,4,7,3,-6,-4,2
NC1=NC[C@H](Cc2ccccc2)N1CCCCC1CCCCC1,-2,19,-13,-6,33,9,5,-10,1
CC(C)(C)c1ccc(S(=O)(=O)N2CCN(C(=O)C3CCC3)CC2)cc1,-3,10,3,1,3,4,-1,-1,4
O=C(OCC(=O)N1CCCC1=O)C1COc2ccccc2O1 (stereo not drawn),-7,-2,-4,2,4,-10,1,-8,2
O=C(O)c1cccc(Cn2cc(Br)cn2)c1,9,-5,-2,-4,9,-7,-7,-2,1
Cn1cnnc1SCC(=O)c1cc2ccccc2oc1=O,-9,6,3,-8,5,-5,9,-4,2
CCOC(=O)c1sc2nc(C)nc(NCc3ccccc3OC)c2c1C,0,3,-3,-1,-1,-2,8,-3,1
O=C(Nc1ccc(F)cc1)C1CCN(c2nnnn2-c2ccccc2)CC1,-4,5,1,4,10,14,-12,-4,3
Cn1c(-c2ccccc2)cnc1NCc1ccc(-c2ccccc2)cc1,2,3,-7,-7,26,-5,-4,-5,2
Cc1cc(=O)[nH]c2ccc(S(=O)(=O)Nc3ccccc3)cc12,14,-5,5,4,7,-5,1,0,2
COC(=O)CSc1nnc(CNC(=O)c2cccc(C)c2)n1-c1ccccc1OC,-2,5,1,4,1,2,-11,-4,3
C#CCSc1nnc(CNS(=O)(=O)c2ccc(Br)cc2)n1C,4,-16,-4,8,-2,-20,-14,-3,1
Cc1ccc2oc(=O)n(Cc3ccccc3)c2c1,7,-3,-4,6,0,-9,-16,-6,-2
C=CCSc1nnc(COc2ccc(=O)n(-c3ccccc3)n2)n1CC,3,4,0,5,4,2,-3,-4,0
Cc1noc(C)c1C(=O)NCc1ccco1,4,-6,-1,-2,1,5,2,-4,2
CCCNC(=O)OC1CC2CC1[C@H]1CCCCN1C2=O (stereo partly drawn),6,-7,0,·,3,-9,·,·,0
O=[N+]([O-])c1cccc(/C=C/c2ccc3cccc(O)c3n2)c1,-1,-1,0,4,-3,1,-11,-4,0
Cc1ccccc1NS(=O)(=O)c1ccc(C2CNC(=O)C2)cc1 (stereo not drawn),-4,1,-2,5,8,-4,-13,-5,2
COc1ccc(CSCC(=O)NN=C2CCN(C)CC2)cc1,8,-15,-1,11,4,-3,-2,-9,1
CC(C)NC(=O)C1(C)CCN1C(=O)c1ccc2c(c1)OCO2 (stereo not drawn),7,-2,-1,13,1,4,-24,-1,0
O=C(Nc1ccc(F)cc1)c1ccc(Cn2cnnn2)cc1,3,2,0,7,1,1,-9,-4,3
CCOCCCNC(=O)C(c1ccc(Cl)cc1)N1CCC2(CC1)OCCO2 (stereo not drawn),13,1,0,6,6,-4,-3,0,2
CCN(C(=O)COC(=O)c1cc(-c2ccc(C)o2)nc2ccccc12)C1CCS(=O)(=O)C1 (stereo not drawn),-2,6,1,1,4,-6,0,-3,5
CCOC(=O)c1oc2cccc(O)c2c1CN1CCOCC1,-7,3,1,3,16,8,-5,-2,3
O=c1[nH][nH]c2c1[C@@H](c1ccc(F)cc1)O[C@H](C1CCCCC1)C2,-4,4,3,·,-1,4,·,·,1
Cc1cc(Cl)ccc1C(O)c1ncc(-c2cccc3ccccc23)[nH]1 (stereo not drawn),1,-1,0,14,2,3,-11,2,5
COC(=O)c1sc2ncn(CC(=O)N(C)C3CCCCC3)c(=O)c2c1C,2,5,1,-6,7,3,2,-3,0
CC(C)(C)c1nn2cnnc2n(/N=C/c2ccc(O)cc2)c1=O,-3,6,0,6,5,-4,-1,-4,1
Cc1noc(C)c1COC(=O)COc1ccc(-c2ccccc2)cc1,-5,0,-11,1,-2,1,-1,-4,6

# Single records (already shown). Order of screens: CHRM5 PAM, M5 antag, M5 ag, M1 PAM, TAAR1 ag, CHRM4 antagonist, M1 antag, M1 ag, M4 ag
# COC(=O)c1sc2ncn(CC(=O)N(C)C3CCCCC3)c(=O)c2c1C in the list: 2, 5, 1, -6, 7, 3, 2, -3, 0
# CC(C)NC(=O)C1(C)CCN1C(=O)c1ccc2c(c1)OCO2 (stereo not drawn) in the list: 7, -2, -1, 13, 1, 4, -24, -1, 0

# Additional results follow.
SMILES,CHRM5 PAM,M5 antag,M5 ag,M1 PAM,TAAR1 ag,CHRM4 antagonist,M1 antag,M1 ag,M4 ag
O=C(NCc1ccccn1)Nc1cc(Cl)cc(Cl)c1,-7,24,2,-2,12,13,13,2,10
c1ccc2c(Nc3nc4c(s3)CCCC4)cccc2c1,7,4,-4,3,6,3,8,-4,0
COc1ccccc1C(=O)NC(CCSC)C(=O)OCC(=O)c1ccc[nH]1 (stereo not drawn),-5,2,4,2,0,-10,-3,-1,2
O=C(O/N=C\c1ccc(N2CCCCC2)c([N+](=O)[O-])c1)c1c(F)cccc1F,-10,8,-1,-2,7,1,4,-4,-1
CCCCn1c(N)c(N(CCOC)C(=O)CSc2nnc(-c3ccco3)n2CC)c(=O)[nH]c1=O,5,6,-2,3,10,6,-6,-3,0
COc1ccc(-n2ncc3c2CC(C)(C)CC3NC(=O)CCC2=NNC(=O)CC2)cc1 (stereo not drawn),6,-7,-1,20,1,-17,-23,-3,2
OC1(c2cccc(C(F)(F)F)c2)CCN(Cc2nnnn2Cc2ccccc2)CC1,0,-12,7,-4,1,2,-3,-6,7
FC(F)(F)c1cccc(/C=N/NC(=S)NC2CCCCC2)c1,6,0,2,7,5,3,-2,0,1

# Compound activity as filed in PubChem BioAssay.
